Compound activity from PubChem.
MT1-MMP act inh = blocks activation of human MT1-MMP. HT1080 RFP-PRO-GFP cells, GFP/RFP ratio fluorescence, overnight; percent of plate control window, DMSO zero. AID 651647. GFP/RFP ratio change, % at 20 µM. 0.061% of 360,000 active;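 active = GFP/RFP ratio change of at least 30% with cell ATP level not reduced by more than half and red fluorescence within 50% of control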; note: strong numbers were not always called active
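Material: RFP-PRO-GFP reporter HT1080 cells. Dosing: single-point 20 µM compound, 1% DMSO. Controls: DMSO and RFP-L50D-GFP cell wells. Timing: cells overnight before dosing, compound overnight, 37 °C, 5% CO2. Measure: GFP/RFP fluorescence ratio.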
MsrA inhibitor = inhibitors of bovine MsrA. purified bovine MsrA, absorbance read-out. inhibition, % at 15.5 µM. 0.75% of 360,000 active. AID 651718; in the data active = inhibition above about 4.5%;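 note: 0% = vehicle wells with enzyme and 100% = reference inhibitor wells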
E coli Lon inh = inhibits E. coli Lon protease | 0.42% of 360,000 active | purified E. coli Lon protease, fluorescence polarization | AID 602123 | P0A9M0 | inhibition, % at 7.94 µM; in the data active = inhibition above about 13%, passing the limit was not always enough;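 note: 0% = enzyme with probe and DMSO and 100% = no enzyme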
NRP1-CendR mod = alters CendR peptide binding to human NRP-1; FAM-RPARPAR peptide binding to NRP-1, fluorescence polarization; inhibition, % at 25 µM; 0.85% of 360,000 active; O14786;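 active = inhibition or corrected inhibition above about 18%, plus a signal ratio from 0.5 to 1.5, limit read from the data, passing the limit was not always enough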; note: strong numbers were not always called active
Target sequence (O14786 whole entry, looked up): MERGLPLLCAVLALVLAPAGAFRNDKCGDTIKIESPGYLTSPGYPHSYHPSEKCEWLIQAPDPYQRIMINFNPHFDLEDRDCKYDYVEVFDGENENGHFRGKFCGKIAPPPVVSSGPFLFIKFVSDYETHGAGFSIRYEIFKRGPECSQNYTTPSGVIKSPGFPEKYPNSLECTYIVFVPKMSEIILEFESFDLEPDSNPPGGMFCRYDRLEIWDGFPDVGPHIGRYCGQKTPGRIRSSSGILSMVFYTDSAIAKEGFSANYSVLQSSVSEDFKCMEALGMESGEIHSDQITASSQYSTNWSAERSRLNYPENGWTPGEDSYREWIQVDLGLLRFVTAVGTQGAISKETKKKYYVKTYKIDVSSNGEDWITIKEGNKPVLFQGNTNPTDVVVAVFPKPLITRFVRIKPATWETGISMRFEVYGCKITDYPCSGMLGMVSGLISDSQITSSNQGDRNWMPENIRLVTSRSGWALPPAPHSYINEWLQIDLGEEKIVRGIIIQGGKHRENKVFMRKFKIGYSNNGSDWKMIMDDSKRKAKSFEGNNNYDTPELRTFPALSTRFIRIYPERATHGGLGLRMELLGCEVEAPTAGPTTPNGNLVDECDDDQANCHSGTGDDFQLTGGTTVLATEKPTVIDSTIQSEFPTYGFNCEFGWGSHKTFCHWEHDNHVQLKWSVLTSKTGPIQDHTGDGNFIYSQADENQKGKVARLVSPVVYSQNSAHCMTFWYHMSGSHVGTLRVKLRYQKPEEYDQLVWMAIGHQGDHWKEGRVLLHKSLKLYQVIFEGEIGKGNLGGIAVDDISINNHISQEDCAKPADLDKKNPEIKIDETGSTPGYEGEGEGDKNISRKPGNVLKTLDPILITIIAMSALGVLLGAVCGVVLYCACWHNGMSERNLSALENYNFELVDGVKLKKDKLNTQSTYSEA
FAS TE block = FAS thioesterase (human) inhibition | P49327 | recombinant FAS-TE, OMFH fluorogenic substrate, fluorescence endpoint | inhibition, % at 15 µM | 0.67% of 360,000 active;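 active = compounds whose normalised, plate-corrected inhibition of enzyme fluorescence in the single-dose primary screen is 50% or more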;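 note: 0% = DMSO with enzyme and 100% = substrate without enzyme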
SKN-1 block = blocks SKN-1 activity in C. elegans | inhibition, % at 21.8 µM | C. elegans VP596 Pgst-4::GFP/RFP ratio, acrylamide-induced, 24 h | 0.49% of 360,000 active;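 active = interference check ratio from 0.5 to 1.5 plus GFP to RFP signal ratio inhibition reaching or exceeding a fixed threshold, cut at about 30% in these data, passing the limit was not always enough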; note: some compounds called inactive have numbers as strong as hits
bovine MsrA act = bovine methionine sulfoxide reductase A activation. activation, % at 10.6 µM. 0.3% of 360,000 active. AID 602163. purified bovine MsrA, absorbance read-out; in the data active = activation above about 7.5%;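 note: 0% = vehicle and 100% = reference activator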
Rin1 Abl inh = blocks binding of human Rin1 to Abl; P00519+Q13671; TR-FRET Rin1/Abl binding, biochemical; inhibition, % at 7.35 µM; 0.4% of 360,000 active; AID 588664; in the data active = inhibition above about 5%, passing the limit was not always enough
Neddylation inh = inhibitors of human cullin neddylation; 0.58% of 360,000 active; TR-FRET cullin neddylation, biochemical; calls only at 25 µM; P61081+Q13564; in the data active = inhibition above about 36%
Active calls of the source: *; i = inactive; / = no result given; + = active, no number.

1) Fc1ccc(/C=N/Nc2nn[nH]n2)cc1
2) COC(=O)CSc1nnc(-c2cccnc2)n1-c1cc(OC)cc(OC)c1
3) Cn1nnnc1SCC(=O)Nc1cc(C(F)(F)F)ccc1N1CCOCC1
4) Cc1ccc(OCC(=O)Nc2ccc(CN3CCOCC3)cc2)cc1
5) c1ccc(-c2nnsc2-c2ncc[nH]2)cc1
6) c1ccc(-n2nnc3c(N4CCOCC4)ncnc32)cc1
7) Cn1c(=O)c2c(nc(CN3CCN(c4ccccc4)CC3)n2Cc2ccccc2Cl)n(C)c1=O
8) O=C(N/N=C/c1ccc(OC(=O)c2cccs2)cc1)c1ccc(F)cc1
Compound	1	2	3	4	5	6	7	8
NRP1-CendR mod	-2	8	-1	9	-6	8	-4	1
MT1-MMP act inh	2	1	-3	3	-4	0	0	6
Rin1 Abl inh	0	3	1	-3	-4	-2	1	-4
MsrA inhibitor	-1.1	-0.2	1.7	1.2	0.8	0.2	0.2	1.1
SKN-1 block	-3	9	7	-8	-2	11	-9	-15
FAS TE block	-6	-7	-4	0	-2	-5	10	-8
E coli Lon inh	-10	1	2	-7	-4	-6	-7	8
bovine MsrA act	-5	-2	0	-8	1	-2	-2	-4
Neddylation inh	i	i	i	i	i	i	i	i

9) Cc1ccn(CCC(=O)N2CCCC(CCC(=O)N3CCN(c4ccccn4)CC3)C2)n1 (configuration not stated)
10) O=C(O)C1Nc2ccc(Br)cc2C2C=CCC12 (configuration not stated)
11) COc1cc(/C=C2\SC(=S)N(Nc3ncc(C(F)(F)F)cc3Cl)C2=O)ccc1O
12) O=S(=O)(Cc1ccccc1)Nc1ccccc1
13) O=C1NC(=O)N2CCSC2(Cc2ccccc2)N1 (configuration not stated)
14) CCCCCCOc1ccc(N2C(=O)CC(N3CCN(CCN=CC4C(=O)CC(C)(C)CC4=O)CC3)C2=O)cc1 (configuration not stated)
15) CC(=O)c1c(C)[nH]c(C(=O)CN(C)CC(=O)Nc2ccccc2Cl)c1C
16) CC(=O)N1CCc2cc(S(=O)(=O)CCC(=O)N(C)Cc3ccco3)ccc21
Compound	9	10	11	12	13	14	15	16
NRP1-CendR mod	10	-4	-212	-7	-5	8	5	8
MT1-MMP act inh	-2	8	-26	-4	7	5	-5	1
Rin1 Abl inh	5	6.2*	-2	-2	0	1	0	2
MsrA inhibitor	-1.3	/	-0.4	-1.6	0.5	-0.9	0.8	-0.2
SKN-1 block	-5	13	13	11	24	-8	21	5
FAS TE block	-9	18	21	-4	-4	5	-1	-2
E coli Lon inh	-9	0	-129	-6	1	-5	5	-5
bovine MsrA act	-5	-4	1	-2	-3	0	-4	-1
Neddylation inh	i	i	i	i	i	i	i	i

17) CCc1nn(-c2ccccc2)c(=S)c2ccccc12
18) CCN(CC(=O)NCc1cccs1)C(=O)c1ccc(S(=O)(=O)Nc2cccc(C)c2C)cc1
19) O=C(NCc1ccccc1)NCC12CC3CC(CC(C3)C1)C2
20) COc1cccc(/C=N/NC(=O)c2cc3cc([N+](=O)[O-])ccc3s2)c1O
21) COc1ccc(NC(=S)N2CCN(c3ncccn3)CC2)cc1
22) CC(=O)Nc1ccc2c(c1)C(=O)N(C1CCCCC1)C2=O
23) COc1cccc(C(C(=O)NC(C)(C)C)N(C(=O)CCC(=O)Nc2cc(C)on2)C(C)C)c1OC (configuration not stated)
24) CN1CCN(C2=CC(=O)OC23CCCCC3)CC1
Compound	17	18	19	20	21	22	23	24
NRP1-CendR mod	2	15	4	3	6	-3	7	-9
MT1-MMP act inh	1	0	1	0	0	-2	2	2
Rin1 Abl inh	-1	0	6	-2	-2	-1	3	-1
MsrA inhibitor	1.8	-0.4	-0.3	-0.7	-0.5	1.4	0.3	0.3
SKN-1 block	-1	-7	2	-12	-5	6	-16	-2
FAS TE block	12	3	16	9	-3	-9	-5	-10
E coli Lon inh	-2	+	8	7	6	3	-1	-3
bovine MsrA act	-3	1	-3	-5	0	-3	-1	-5
Neddylation inh	i	i	i	i	i	i	i	i

25) N=C1/C(=C\c2ccc(OC(=O)c3ccc(F)cc3)cc2)C(=O)N=C2SC(N3CCOCC3)=NN12
26) Cc1ccccc1CC1(CO)CCCN(C(=O)CCC(=O)c2ccccc2)C1 (configuration not stated)
27) O=C(N/N=C/c1cccnc1)C1CCCCC1
28) CN1C(=O)c2oc3ccccc3c(=O)c2C1c1ccncc1 (configuration not stated)
29) C/C(=N\N1C(=O)c2ccccc2NC1c1ccco1)c1ccccc1O (configuration not stated)
30) CCOc1ccc(NC(=O)CSc2nc(=O)n(Cc3ccccn3)c3c2CCC3)cc1
31) O=C(Cc1ccc(NC(=O)C2CCCN(C(=O)C3CCCC3)C2)cc1)Nc1cccc(C(=O)N2CCCCC2)c1 (configuration not stated)
32) C/C(Cn1nc([N+](=O)[O-])cc1C)=N\NC(=O)c1cccc(Br)c1
Compound	25	26	27	28	29	30	31	32
NRP1-CendR mod	-36	2	-5	-1	8	6	0	-7
MT1-MMP act inh	-2	3	0	2	-1	0	0	2
Rin1 Abl inh	1	0	-5	0	-1	0	-2	0
MsrA inhibitor	1.1	-1.2	1.9	/	0.7	2.9	-1.2	0.7
SKN-1 block	28	-4	6	2	9	0	4	-8
FAS TE block	-1	19	-3	-5	2	-2	-7	12
E coli Lon inh	-8	-5	-3	14	-11	-8	-8	-14
bovine MsrA act	-2	-3	-1	-3	-5	1	-2	-4
Neddylation inh	i	i	i	i	i	i	i	i

33) COc1ccc(CCn2c(C)nc3c(c(=O)c4ccccc4n3C)c2=O)cc1
34) Cc1cc(C2C(=O)CC(=O)CC2c2ccccc2)on1 (configuration not stated)
35) O=C(N/N=C/c1ccc(Br)cc1)c1ccc(NC(=O)c2ccccc2)cc1
36) O=S(=O)(c1ccccc1)N1CC=C(c2ccccc2)CC1
37) COc1ccc(C(=O)NCc2cc3ccccc3n2C)cc1
38) C/C(=N\NC(=O)C1CCCN(S(=O)(=O)c2ccccc2)C1)c1ccccn1 (configuration not stated)
39) CC[C@]12c3[nH]c4ccc(OC)cc4c3CCN1C(=O)C(CC(=O)NC(C)(C)C)C[C@@H]2C(=O)N1CCN(C(=O)c2ccco2)CC1 (some centres not stated)
40) COc1cccc(/C=C/C(=O)OCC(=O)N2CCCc3ccccc32)c1
Compound	33	34	35	36	37	38	39	40
NRP1-CendR mod	6	-14	-8	-4	4	8	-9	-2
MT1-MMP act inh	0	-3	-1	-1	2	2	1	-2
Rin1 Abl inh	-3	-1	-1	3	-1	-5	7	6
MsrA inhibitor	1.4	-0.8	-0.9	-0.8	0.3	0.0	-1.7	0.8
SKN-1 block	18	2	-12	-10	-1	1	8	8
FAS TE block	-2	-4	-12	21	6	-5	-7	15
E coli Lon inh	-4	-3	-6	-4	3	-9	-2	-11
bovine MsrA act	-2	-4	-4	-7	1	0	-2	-1
Neddylation inh	i	i	i	i	i	i	i	+

41) COc1cc(CN(C2CC2)S(=O)(=O)c2ccccc2Br)cc(OC)c1
42) COCCN1Cc2cccc(C(=O)Nc3cccc(-c4nc5ccccc5[nH]4)c3)c2C1=O
43) Cc1ccc(NC(=O)C2CCCN(C(=O)NCc3ccccc3)C2)c(C)c1 (configuration not stated)
44) CNC(=O)NC(=O)CSc1nnc(-c2ccco2)n1-c1ccccc1
45) O=C(Nc1ccc(-c2nc3ccccc3o2)c(O)c1)c1cc(-n2cnnc2)ccc1Cl
46) Cc1nc2scc(-c3cccs3)c2c(=O)[nH]1
47) NC(=O)c1[nH]cnc1N=NN(CCO)Cc1ccccc1
48) CC1=C(C(=O)N2CCOCC2)C(c2ccc(OC(F)F)cc2)NC(=S)N1c1ccccc1 (configuration not stated)
Compound	41	42	43	44	45	46	47	48
NRP1-CendR mod	4	-8	4	16	-48	5	-15	1
MT1-MMP act inh	1	10	2	0	-6	4	2	0
Rin1 Abl inh	-5	-2	1	-2	-4	-3	0	-1
MsrA inhibitor	2.6	-1.0	-0.1	-0.7	4.8*	2.9	3.1	1.7
SKN-1 block	-5	8	-20	4	-13	14	14	8
FAS TE block	23	5	-2	-5	-10	-6	-5	-2
E coli Lon inh	1	-2	3	1	-11	-4	1	-1
bovine MsrA act	-9	-5	-1	-1	3	-4	-6	-4
Neddylation inh	i	i	i	i	i	i	i	i

Part of the list above in order of SMILES length, ascending:
46) Cc1nc2scc(-c3cccs3)c2c(=O)[nH]1
37) COc1ccc(C(=O)NCc2cc3ccccc3n2C)cc1
47) NC(=O)c1[nH]cnc1N=NN(CCO)Cc1ccccc1
36) O=S(=O)(c1ccccc1)N1CC=C(c2ccccc2)CC1
44) CNC(=O)NC(=O)CSc1nnc(-c2ccco2)n1-c1ccccc1
40) COc1cccc(/C=C/C(=O)OCC(=O)N2CCCc3ccccc32)c1
35) O=C(N/N=C/c1ccc(Br)cc1)c1ccc(NC(=O)c2ccccc2)cc1
38) C/C(=N\NC(=O)C1CCCN(S(=O)(=O)c2ccccc2)C1)c1ccccn1 (configuration not stated)
45) O=C(Nc1ccc(-c2nc3ccccc3o2)c(O)c1)c1cc(-n2cnnc2)ccc1Cl
42) COCCN1Cc2cccc(C(=O)Nc3cccc(-c4nc5ccccc5[nH]4)c3)c2C1=O
Compound	46	37	47	36	44	40	35	38	45	42
NRP1-CendR mod	5	4	-15	-4	16	-2	-8	8	-48	-8
MT1-MMP act inh	4	2	2	-1	0	-2	-1	2	-6	10
Rin1 Abl inh	-3	-1	0	3	-2	6	-1	-5	-4	-2
MsrA inhibitor	2.9	0.3	3.1	-0.8	-0.7	0.8	-0.9	0.0	4.8*	-1.0
SKN-1 block	14	-1	14	-10	4	8	-12	1	-13	8
FAS TE block	-6	6	-5	21	-5	15	-12	-5	-10	5
E coli Lon inh	-4	3	1	-4	1	-11	-6	-9	-11	-2
bovine MsrA act	-4	1	-6	-7	-1	-1	-4	0	3	-5
Neddylation inh	i	i	i	i	i	+	i	i	i	i

48) CC1=C(C(=O)N2CCOCC2)C(c2ccc(OC(F)F)cc2)NC(=S)N1c1ccccc1 (configuration not stated)
39) CC[C@]12c3[nH]c4ccc(OC)cc4c3CCN1C(=O)C(CC(=O)NC(C)(C)C)C[C@@H]2C(=O)N1CCN(C(=O)c2ccco2)CC1 (some centres not stated)
Compound	48	39
NRP1-CendR mod	1	-9
MT1-MMP act inh	0	1
Rin1 Abl inh	-1	7
MsrA inhibitor	1.7	-1.7
SKN-1 block	8	8
FAS TE block	-2	-7
E coli Lon inh	-1	-2
bovine MsrA act	-4	-2
Neddylation inh	i	i

Remaining list, next part:
49) CCOc1ccc(NC(=S)Nc2cc(OC)c(Cl)cc2OC)cc1
50) O=C(c1noc2c1CCc1ccccc1-2)N1CCCc2ccccc21
51) CN1C2C=C3C(C#N)=C(N)C(C#N)(C#N)[C@H](c4c(F)cccc4F)[C@H]3C1CC2 (some centres not stated)
52) COc1ccc(CN2CN=C(Nc3nc4ccccc4s3)NC2)cc1
53) CC(C)(CO)N=C1NS(=O)(=O)c2cc([N+](=O)[O-])ccc21
54) C(=C\c1nc(N2CCCCCC2)c2ccccc2n1)/c1ccccc1
55) CCCS(=O)(=O)N1CCC(C(=O)NCCCN(C)Cc2ccccc2)CC1
56) Cc1ccc(-c2csc3nc4cc(C(=O)NC5CCC(O)CC5)ccc4c(=O)n23)cc1 (configuration not stated)
Compound	49	50	51	52	53	54	55	56
NRP1-CendR mod	-12	8	-22	-6	0	11	4	-8
MT1-MMP act inh	-1	-12	-35	2	1	13	2	0
Rin1 Abl inh	1	-1	-1	-2	-3	4	0	3
MsrA inhibitor	0.9	0.7	0.3	/	0.7	0.7	-0.4	1.1
SKN-1 block	-3	15	7	14	15	11	-11	3
FAS TE block	15	24	16	15	-9	31	-12	1
E coli Lon inh	-16	-6	8	5	1	0	-3	-5
bovine MsrA act	0	-8	-1	-3	-5	-1	-1	-5
Neddylation inh	i	i	i	i	i	/	i	i
